Bioassay records (PubChem BioAssay)
TRPC4 PAM – positive allosteric modulators of TRPC4, primary screen, cell-based, mouse TRPC4beta, HEK293 mu-opioid, Fluo-4 calcium; Short transient receptor potential channel 4 (Mus musculus), Q9QUQ5; DAMGO EC20, Fluo-4 Ca2+ flux; stronger effect = higher value; B-score at 10 µM; 310,000 compounds, 0.42% hits;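 active = B-score of calcium response area above 5 SD of library B-scores, with initial fluorescence ratio within 5 SD of library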;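 also: B-score of integrated fluorescence ratio over time as area under calcium response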
Target sequence (Q9QUQ5 whole entry, looked up): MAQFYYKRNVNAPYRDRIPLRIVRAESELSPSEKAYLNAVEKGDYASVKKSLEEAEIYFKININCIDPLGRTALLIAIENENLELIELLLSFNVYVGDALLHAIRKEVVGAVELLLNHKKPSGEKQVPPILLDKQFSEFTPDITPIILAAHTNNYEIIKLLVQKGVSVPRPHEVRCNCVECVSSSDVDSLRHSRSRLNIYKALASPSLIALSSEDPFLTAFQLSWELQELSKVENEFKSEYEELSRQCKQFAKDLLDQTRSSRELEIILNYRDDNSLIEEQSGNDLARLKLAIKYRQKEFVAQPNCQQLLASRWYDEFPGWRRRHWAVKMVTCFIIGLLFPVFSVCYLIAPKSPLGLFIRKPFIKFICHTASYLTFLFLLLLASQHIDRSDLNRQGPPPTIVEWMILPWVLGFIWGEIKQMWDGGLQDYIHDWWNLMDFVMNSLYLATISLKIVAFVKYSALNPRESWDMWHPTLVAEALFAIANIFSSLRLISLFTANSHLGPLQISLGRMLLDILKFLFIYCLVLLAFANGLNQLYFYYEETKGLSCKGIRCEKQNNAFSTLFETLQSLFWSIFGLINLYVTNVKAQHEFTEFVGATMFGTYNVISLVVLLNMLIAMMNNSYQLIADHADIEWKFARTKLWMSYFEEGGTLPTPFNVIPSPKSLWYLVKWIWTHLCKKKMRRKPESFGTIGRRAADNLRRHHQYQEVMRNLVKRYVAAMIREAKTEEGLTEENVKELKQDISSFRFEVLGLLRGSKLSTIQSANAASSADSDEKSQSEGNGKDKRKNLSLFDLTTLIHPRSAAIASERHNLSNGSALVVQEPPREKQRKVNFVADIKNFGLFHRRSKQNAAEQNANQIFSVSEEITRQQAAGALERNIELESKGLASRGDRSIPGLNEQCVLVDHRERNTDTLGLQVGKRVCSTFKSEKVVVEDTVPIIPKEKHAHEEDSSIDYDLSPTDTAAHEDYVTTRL
KCNQ1 pot – potentiators or activators of KCNQ1 channel, primary screen, cell-based, thallium flux, high-throughput; AID 2648, 2010; 310,000 compounds, 0.35% hits; CHO-K1 KCNQ1, thallium flux FluxOR fluorescence; stronger effect = higher value; B-score at 10 µM;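 active = fluorescence ratio B-score, a plate-corrected score, at least three library SD, with initial intensity B-score within 5 SD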
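Doses: Single concentration per compound, DMSO matched to controls | Test system: KCNQ1-transfected CHO-K1 cells | Timing: 90 min dye loading and 20 min compound exposure, both at room temperature | Measured by: Kinetic FluxOR thallium fluorescence, 10-s 1-Hz baseline, 110-s post-stimulus read | Medium: Assay buffer with matched DMSO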
PolyA inh – polyadenylation inhibitors in yeast reporter cells, primary screen, luminescence, S. cerevisiae; S. cerevisiae SKY197-pL101 polyadenylation reporter, beta-gal luminescence; efflux-impaired pdr1/pdr3 knockout yeast; score 100 = 6 SD above DMSO; calls only at 12 µM; 300,000 compounds, 0.02% hits;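 active = lowest replicate activity score at least 50, where 100 means six control SD above control mean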;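 also: yeast exposed to compound for 9 h at 30 °C; higher score means more reporter readthrough which indicates perturbed polyadenylation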
KCNK3 block – human KCNK3 channel inhibitors, primary screen, CHO cells, FluxOR thallium flux, B-score | Potassium channel subfamily K member 3 (Homo sapiens), O14649 | 340,000 compounds, 0.84% hits | FluxOR fluorescence; stronger effect = lower value | B-score at 10 µM;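 active = B-score under library mean minus 4 SD, starting fluorescence ratio at most library mean plus 5 SD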;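 also: more negative B-score means stronger inhibition of thallium flux through KCNK3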
Dyrk1A ADPGlo – rat Dyrk1A kinase inhibitors, primary screen, biochemical, single point, plate reader | Dual specificity tyrosine-phosphorylation-regulated kinase 1A (Rattus norvegicus), Q63470 | ADP-Glo luminescence, NFATc1 peptide | inhibition, % at 12.5 µM | 310,000 compounds, 0.43% hits; in the data active = inhibition above about 50%;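 also: plate controls were vehicle with enzyme for no effect and no enzyme for full effect; many of its hits are not listed in these tables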
hERG protect – hERG rescue from dofetilide block, primary screen, cell-based, CHO-hERG, FluxOR thallium flux, dofetilide IC70. Voltage-gated inwardly rectifying potassium channel KCNH2 (Homo sapiens), Q12809. dofetilide IC70 present. 310,000 compounds, 0.51% hits. activation (rescue from dofetilide block), less the hit threshold, % at 10 µM;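 active = activation above the mean of controls blocked by dofetilide plus 5 SD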;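 also: thallium influx through hERG after potassium depolarization seen as dye fluorescence rise; in these data hits start at about 4.7%; inactives centre near -7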
KCNK9 block – KCNK9 potassium channel inhibitors, primary screen, HEK293 cells, thallium flux | Potassium channel subfamily K member 9 (Homo sapiens), Q9NPC2 | FluxOR thallium flux fluorescence; stronger effect = lower value | B-score at 10 µM | 310,000 compounds, 1.2% hits | AID 488922, 2010;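 active = ratio B-score over 3 SD below the library mean, with starting fluorescence within 5 SD of its mean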;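 also: negative B-score means less thallium flux so channel inhibition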
Platelet DG rel – inhibitors of platelet dense granule secretion, primary screen, cell-based, MLPCN, human platelets; human platelet-rich plasma, SFLLRN dense granule ATP release, luminescence; inhibition, %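 (compounds screened at 7.5 µM in platelet-rich plasma)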; 300,000 compounds, 0.22% hits;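 active = mean replicate score, as percent of positive control, at or above 50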
KCNQ1 block – inhibitors of human KCNQ1 channel, primary screen, cell-based, thallium flux, high-throughput | Potassium voltage-gated channel subfamily KQT member 1 (Homo sapiens), P51787 | 310,000 compounds, 1.3% hits | AID 2642, 2010 | CHO-K1 KCNQ1, FluxOR thallium flux fluorescence; stronger effect = higher value | B-score at 10 µM;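 active = compounds whose thallium flux B-score, printed positive for inhibition, exceeds three library SD while starting fluorescence stays within three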;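 also: channel opened by potassium depolarization with thallium stimulus after 20 min compound exposure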
TRPC4 act – activators of mouse TRPC4 channel, primary screen, Fluo4 calcium, HEK293 TRPC4beta/mu-opioid cells | Short transient receptor potential channel 4 (Mus musculus), Q9QUQ5 | Fluo4 calcium fluorescence; stronger effect = higher value | B-score at 10 µM | 310,000 compounds, 0.49% hits | AID 2237, 2010;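 active = B-score above 5 SD of library B-scores, and initial fluorescence ratio not above library mean plus 5 SD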;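 also: positive B-score marks a calcium rise read as TRPC4 activation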
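Material: HEK293 stable line with TRPC4beta plus mu-opioid receptor; technique: Fluo4 calcium-sensitive dye fluorescence, kinetic, 1 Hz baseline; timing: Fluo4 dye loading 45 min at room temperature, 110 s recording; controls: assay buffer as low control, maximal DAMGO as high control; read-out: integrated baseline-normalised fluorescence ratio, converted to per-well B score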
TRPC4 inh – inhibitors of mouse TRPC4 channel, primary screen, Fluo4 calcium, HEK293 TRPC4beta/mu-opioid cells. Short transient receptor potential channel 4 (Mus musculus), Q9QUQ5. DAMGO-evoked Fluo4 calcium flux; stronger effect = lower value. B-score at 10 µM. 300,000 compounds, 0.39% hits;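 active = B-score over 3 SD under the library average, no early fluorescence shift, positive overall ratio signal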
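Assay system – HEK293 line stably carrying TRPC4beta and mu-opioid receptor · Doses – single dose · Detection – Fluo4 calcium-dye fluorescence, kinetic read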
Starred values were filed as active, the others as inactive; i = inactive; x = no result given; & = joins results of further samples. These rows are one share of the data; rates above refer to the full screens.

Molecule | TRPC4 PAM | KCNQ1 pot | PolyA inh | KCNK3 block | Dyrk1A ADPGlo | hERG protect | KCNK9 block | Platelet DG rel | KCNQ1 block | TRPC4 act | TRPC4 inh
CCN(CC(=O)NCc1ccc(Cl)cc1)C(=O)C(C)Sc1ccccc1 (configuration not stated) | i | i | i | i | 6.0 | -14.2 | i | 7.9 | i | i | i
O=Cc1ccccc1OS(=O)(=O)c1ccccc1 | i | i | i | i | -1.6 | -9.2 | i | -0.6 | i | i | i
CC1=NN(c2ccccc2)C(=O)C1C(=O)c1cc([N+](=O)[O-])cc([N+](=O)[O-])c1 (configuration not stated) | i | i | i | i | -0.4 | -12.2 | i | 11.1 | i | i | i
COc1ccc(Cn2cc(F)c(=O)n(CCC(C)C)c2=O)cc1[N+](=O)[O-] | i | i | i | i | -0.5 | -3.1 | i | -2.0 | i | i | i
Cc1ccc(CN(Cc2cccnc2)C(=S)Nc2cccc(Cl)c2C)cc1 | i | i | i | i | 8.6 | -13.7 | -6.65* | 8.5 | i | i | i
NS(=O)(=O)c1ccc(N2N=C(c3ccccc3)CC2c2ccc(F)cc2)cc1 (configuration not stated) | i | i | x | i | 2.7 | -10.4 | -7.74* | -10.5 | 6* | i | i
O=C(CSc1nnc(-c2ccc(C(F)(F)F)cn2)s1)c1ccccc1 | i | i | i | i | x | -4.5 | i | -14.2 | i | i | i
Cc1ccc(NC(=O)C(=O)NCC2CCCO2)cc1 (configuration not stated) | i | i | i | i | -2.4 | -11.4 | i | 0.1 | i | i | i
CN(C)S(=O)(=O)c1cc(NC(=O)COC(=O)CCSc2ccc(Cl)cc2)ccc1Cl | i | i | i | i | -4.7 | -3.2 | i | -32.1 | i | i | i
Cc1ccc(NC(=O)CCn2c(=O)[nH]c3ccsc3c2=O)cc1C | i | i | i | i | -4.2 | -8.2 | i | -1.3 | i | i | i
CC(C)c1ccc(OCC(=O)NCc2ccco2)cc1 | i | i | i | i | -1.3 | -6.7 | i | 1.1 | i | i | i
Cc1cccc(-n2nnc(C(=O)NC3CCCc4ccccc43)c2N)c1 (configuration not stated) | i | i | i | i | 2.0 | -7.1 | i | 0.7 | i | i | i
CCOC(=O)/C=C/C(=O)Nc1nccs1 | i | i | i | i | -6.5 | -15.4 | i | 5.6 | i | i | i
O=C(NCCc1ccccc1)C1CCN(C(=O)c2ccc([N+](=O)[O-])cc2)CC1 | i | i | i | i | -3.0 | -9.0 | i | 4.5 | i | i | i
Cc1ccc(C)c(S(=O)(=O)N2C(=S)NC(=O)C2CC(C)C)c1 (configuration not stated) | i | i | i | i | 4.5 | -11.1 | i | -4.7 | i | i | i
NC(=O)[C@@H]1CCCN1Cc1nc(-c2ccc(C(F)(F)F)cc2)no1 | i | i | i | i | 1.5 | -7.7 | i | 7.9 | i | i | i
CCOC(=O)C1=C(C)N[C@@]2(O)c3ccccc3C(=O)[C@@]12O | i | i | i | i | 0.2 | -5.9 | i | -6.5 | i | i | i
O=C(O)CCCC(=O)Nc1ccc(S(=O)(=O)Nc2nccs2)cc1 | i | i | i | i | -3.5 | 0.6 | i | -1.7 | i | i | i
O=S(=O)(c1ccc(Cl)cc1)N1CN(CC2CCCO2)c2nc3ccccc3nc21 (configuration not stated) | i | i | i | i | -2.6 | -5.6 | i | -2.8 | i | i | i
CC1CCCCC1NC(=O)c1cccc(S(=O)(=O)N2CCN(Cc3ccccc3)CC2)c1 (configuration not stated) | i | i | i | i | -4.7 | -11.8 | i | 0.1 | i | i | i
COC(=O)c1ccc(Cn2nc(-c3cc(C)ccc3C)ccc2=O)cc1 | i | i | i | i | 1.3 | -6.9 | i | -8.2 | i | i | i
Cc1ccc(OCC(O)Cn2c(N3CCOCC3)nc3c2c(=O)[nH]c(=O)n3C)cc1 (configuration not stated) | i | i | i | i | -7.3 | -9.9 | i | 9.3 | i | i | i
CCC1CCCCN1S(=O)(=O)c1ccc(NC(=O)c2snnc2C)cc1 (configuration not stated) | i | i | i | i | 3.2 | -9.8 | i | 12.9 | i | i | i
NC(=O)C1CCC(NC(=O)OCc2ccccc2)CC1 (configuration not stated) | i | i | i | i | -3.7 | -11.8 | i | -8.7 | i | i | i
Cc1sc2ncnc(Sc3nnnn3-c3ccc(Cl)cc3)c2c1C | i | i | i | i | 1.6 | -6.1 | i | 2.6 | i | i | i
C/C(=N\NC(=O)c1ccccc1C)c1ccc(N2CCOCC2)cc1 | i | i | i | i | -4.3 | -4.7 | i | 2.3 | i | i | i
Oc1c(Br)cc(Br)cc1C=Nc1cccnc1 | i | 15* | i | i | -0.7 | -18.0 | i | -8.1 | i | i | i
CCC(c1nnnn1C1CCCC1)N1CCN(C(=O)c2ccco2)CC1 (configuration not stated) | i | i | i | i | -3.2 | -12.6 | i | 5.0 | i | i | i
CCc1ccc(/C=N/Nc2nn[nH]n2)cc1 | i | i | i | i | 0.0 | -7.6 | i | 5.3 | i | i | i
O=C(/C=C/NCc1cccnc1)c1ccc(Br)cc1 | i | i | i | i | 13.0 | -9.5 | i | -8.7 | i | i | i
N#C/C(=C\c1ccccc1C(F)(F)F)C(=O)Nc1ccccc1 | i | i | i | i | -2.1 | -2.3 | i | -8.7 | i | i | i
Cn1c(=O)c2c(SCC(=O)Nc3nccs3)nc(C3CC3)nc2n(C)c1=O | i | i | i | i | -6.4 | -15.3 | i | -7.1 | i | i | i
Cc1cc(Cl)c(OCCn2ccnc2)c(Br)c1 | i | i | i | i | x | -8.0 | i | 0.3 | i | i | i
COc1ccc(CNC(=O)C2CCCN(c3ncnc4c3nc3n4CCCCC3)C2)cc1 (configuration not stated) | i | i | i | i | -3.8 | -10.3 | i | -4.1 | i | i | i
Cc1ccc(CS(=O)Cc2ccc(C(=O)NCC(C)c3ccccc3)o2)cc1 (configuration not stated) | i | i | i | i | 3.9 | -9.9 | i | -3.4 | i | i | i
Cc1c(N=C/C=C2/N(C)c3ccccc3C2(C)C)c(=O)n(-c2ccccc2)n1C | i | i | i | i | -5.2&-8.1 | -6.6 | i | 4.9 | i | i | i
O=C(c1c(Cl)nc2sccn12)N(C(=O)c1c(Cl)nc2sccn12)c1ccc(Cl)cn1 | i | i | i | i | 2.7 | -3.7 | i | 1.7 | i | i | i
Cc1ccc2c([N+](=O)[O-])cccc2n1 | i | i | i | i | 0.8 | -5.3 | i | -9.8 | i | i | i
Oc1nc(Nc2ccccc2)sc1/C=C1\C=Nc2ccccc21 | i | i | i | i | 3.5 | -10.9 | i | -5.7 | i | i | i
O=C(COC(=O)c1ccc2c(c1[N+](=O)[O-])C(=O)c1ccccc1C2=O)NC1CC1 | i | i | x | i | 24.0 | -12.4 | i | 0.2 | i | i | i
O=C(OCC(=O)N1CCOCC1)C(c1ccccc1)c1ccccc1 | i | i | i | i | -6.2 | -4.4 | i | -0.3 | i | i | i
CCOc1cccc2sc(N(CCN(CC)CC)C(=O)c3ccc(S(=O)(=O)N4CCCC4)cc3)nc12 | i | i | i | i | 0.7 | -5.2 | i | 5.7 | i | i | i
CC(C)(C)NS(=O)(=O)c1ccc(NC(=O)C2CC(=O)N(CCc3ccc(F)cc3)C2)cc1 (configuration not stated) | i | i | i | i | 1.0 | -5.4 | i | 3.0 | i | i | i
CCCn1nc(C(=O)NCC(C)(C)N2CCOCC2)c2ccccc2c1=O | i | i | i | i | 7.0 | -4.6 | i | 1.1 | i | i | i
COc1ccc(CCNC(=O)CC(c2ccccc2)c2cc(C)ccc2O)cc1OC (configuration not stated) | i | i | i | i | -0.6 | -6.2 | i | 15.2 | i | i | i
COc1ccc(-n2ncc3c(N4CCc5ccccc54)ncnc32)cc1 | i | i | i | i | -0.4 | 0.4 | i | 0.3 | i | 64* | -7*
Cc1ccccc1OCC1Cn2c(nc3c2c(=O)[nH]c(=O)n3C)O1 (configuration not stated) | i | i | i | i | 0.0 | -10.0 | i | -1.2 | i | i | i
OCCNc1nc(-c2ccccc2)nc2c1oc1ccccc12 | i | i | i | i | -2.5 | -12.7 | i | -21.0 | i | i | i
COc1ccc(NC(=O)CC2C(=O)N(CCc3ccccc3)C(=S)N2Cc2cccnc2)cc1 (configuration not stated) | i | i | i | i | -6.6 | -14.8 | i | -4.9 | i | i | i
CC(=O)N(c1ccccc1)c1nc(/C=C/C(=O)Nc2c(C)cc(C)cc2C)cs1 | i | i | i | i | -3.2 | 2.2 | i | 1.0 | i | i | i
COC(=O)c1sccc1NC(=O)C1CC1 | i | i | i | i | 0.3 | -6.4 | i | 17.6 | i | i | i
Cc1nnc(N(Cc2ccco2)C(=O)c2ccno2)s1 | i | i | i | i | 3.6 | -5.1 | i | 2.4 | i | i | i
COc1ccc(CC(=O)NCc2nc(-c3ccccc3)no2)cc1 | i | i | x | i | -2.3 | -8.0 | i | 10.3 | i | i | i
Cc1cccc(N=C(NO)c2nonc2N)c1 | i | i | i | i | 3.6 | -4.6 | i | -5.3 | i | i | i
O=C(CN1C(=O)NC2(CCc3ccccc32)C1=O)c1c[nH]c2ccccc12 (configuration not stated) | i | i | i | i | -1.9 | -12.9 | i | 21.2 | i | i | i
Cc1c(NC(=O)c2cccnc2C(=O)O)cccc1C(=O)O | i | i | i | i | -7.9 | -7.9 | i | -3.1 | i | i | i
